KB-3-1 cytotox: qHTS assay for MDR1-selective chemotherapeutics: Primary screen using the parental adenocarcinoma cell KB-3-1 | KB-3-1 viability, CellTiter-Glo ATP luminescence, 72 h | Potency, µM (highest dose often 46.1 µM), without a hit: at the top dose activity change, negative = cytotoxic, actives largely listed as cytotoxic | hit rate 1.4% among 400,000 | AID 1347075, 2019; further: on the % scale 0 is the no-effect control and ±100 the full control effect; nearly all actives have a fitted effect of over 60% in size
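Cytotoxicity measured as CellTiter-Glo luminescence after 72 h at 37 C. Compound titrations were pinned onto drug-naive KB-3-1 parental adenocarcinoma cells grown in DMEM with 10% FBS, and normalized data fitted to concentration-response curves.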
SW480 rerep: A quantitative high throughput screen for small molecules that induce DNA re-replication in SW480 colon adenocarcinoma cells | SW480 DNA re-replication, Hoechst DNA content imaging, 48 h | Potency, µM (highest dose often 46.1 µM), inactives show at the top dose re-replication activation, actives largely listed as activators | hit rate 1.8% among 340,000 | AID 624297, 2012; further: % of control where 0% means no effect; nearly all actives have a fitted effect of over 55% in size
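Cells (250 per well) received 23 nL compound or DMSO by pin tool and were kept 48 hr at 37 C, 5% CO2. Nuclei were then stained with Hoechst for 40 min and scanned for DNA content.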
ATXN2 expr inh: Primary qHTS for Inhibitors of ATXN expression; HEK-293 ATXN2-luciferase reporter, luminescence, 24 h; Potency, µM (top dose mostly 57 µM), for the others: at the top dose activity change, negative = inhibition, actives largely listed as inhibitors; hit rate 0.72% among 360,000; AID 1745845, 2022; further: on the % scale 0 is the no-effect control and ±100 the full control effect; nearly all actives have a fitted effect of over 55% in size
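ATXN2-luciferase reporter cells (luciferase flanked by upstream and downstream ATXN2 gene portions) were treated 24 h at 37 °C with compounds at up to 57 uM. SteadyGlo luminescence gave expression; GF-AFC fluorescence gave viability.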
KB-V1 MDR tox: qHTS assay for MDR1-selective chemotherapeutics: Primary screen using the drug-selected MDR subline cells KB-V1; KB-V1 MDR cells viability, CellTiter-Glo, 72 h; Potency, µM (doses to about 46.1 µM), for inactives: at the highest dose activity change, negative = cytotoxicity, actives largely listed as cytotoxic; hit rate 3.4% among 400,000; AID 1347076, 2019; further: on the % scale 0 is the no-effect control and ±100 the full control effect; nearly all actives have a fitted effect of over 60% in size
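Readout: CellTiter-Glo luminescence, 10 min after addition. Cells: KB-V1 MDR subline, 72 h at 37 degrees C with compound. Analysis: corrected, normalized data fitted to concentration-effect curves.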
MCF10A rerep: A quantitative high throughput screen for small molecules that induce DNA re-replication in MCF 10a normal breast cells | MCF 10A DNA re-replication, Hoechst nuclear intensity, 48 h | Potency, µM (highest dose often 46.1 µM), for the others: at the top dose activity, positive = re-replication, hits mostly activators | hit rate 2.9% among 350,000; further: % of control where 0% means no effect; nearly all actives have a fitted effect of over 50% in size
Numbers without * were called inactive; u = inconclusive; x = not tested or not shown; & = joins results of further samples; [ ] = remark or other dose. The call rests on the fitted dose curve; in most records, active means well fitted curve in the direction sought with a large enough effect; inconclusive means small, poorly fitted or top-dose-only effect, or another doubt; inactive means no such curve, though single readings can be large; an effect the other way counts as inactive or inconclusive. Potency means the concentration at half of the fitted maximal effect.

compound | KB-V1 MDR tox | MCF10A rerep | ATXN2 expr inh | SW480 rerep | KB-3-1 cytotox
Cc1nc(-c2ccc(Cl)cc2)oc1COC(C)(C)C(=O)O | x | 0% | 5% | -5% | x
O=c1[nH]c2cc(C(F)(F)F)c(N3CCOCC3)cc2n(CP(=O)(O)O)c1=O | x | 1% | -8% | -1% | x
CC1(C)O[C@@H]2C[C@@H]3[C@H]4C[C@@H](F)C5=CC(=O)C=C[C@]5(C)[C@@]4(F)[C@@H](O)C[C@]3(C)[C@]2(C(=O)CO)O1 | x | 0% | -19% | 4% | x
Cc1c(I)c(=O)n(-c2ccccc2)n1C | x | -1% | 0% | -8% | x
Cn1c(=O)c2[nH]c(Br)nc2n(C)c1=O | x | -3% | 5% | 0% | x
CN(C(=O)CCCOc1ccc2[nH]c(=O)ccc2c1)C1CCCCC1 | x | 4% | 43%[activator] | -6% | x
O=C(O)c1ccc[n+]([O-])c1 | x | 7% | -2% | -1% | x
Cc1cc(NS(=O)(=O)c2ccc(N)cc2)nc(C)n1 | x | -2% | 18% | 1% | x
Cc1c(C(=O)NCCO)[n+](=O)c2ccccc2n1[O-] | x | 0% | 9% | -1% | x
O=C(CS(=O)Cc1ccco1)NCC=CCOc1cc(CN2CCCCC2)ccn1 (stereo not drawn) | x | 1% | 63%[activator] | 2% | x

Limited to SW480 rerep, for some of the entries so far:
SMILES	SW480 rerep
Cc1c(C(=O)NCCO)[n+](=O)c2ccccc2n1[O-]	-1%
O=C(O)c1ccc[n+]([O-])c1	-1%

The list goes on.
compound | KB-V1 MDR tox | MCF10A rerep | ATXN2 expr inh | SW480 rerep | KB-3-1 cytotox
O=C(O)CNC(=O)c1ccccc1I | x | -2% | 5% | -13% | x
Cc1ccc(S(=O)(=O)NC(=O)NC2CCCCCCC2)cc1 | x | -5% | 14% | -1% | x
Cc1oc(=O)oc1CN1CCN(c2cc3c(cc2F)c(=O)c(C(=O)O)c2n3C(C)S2)CC1 (stereo not drawn) | x | -2% | -16%&-2% | 19% | x
COc1ccc(CNC(=O)C2CCCN(c3nnc(C)c4c(C)n(-c5ccc(C)cc5)nc34)C2)cc1 (stereo not drawn) | 29% | x | -11% | x | -8%
CCN1CCN(CCCNC(=O)c2cc3c(s2)-c2c(C)cccc2OC3)CC1 | -23% | x | -17% | x | -2%
CCCNC(=O)C1CCC(Cn2c(=O)c3sccc3n(CC(=O)NCc3ccccc3)c2=O)CC1 (stereo not drawn) | u | x | 10% | x | 2%
Cc1ccc(C)c(NC(=O)Cn2cc(C(=O)c3ccco3)c3ccccc32)c1 | -14% | x | -32% | x | 3%
Cc1[nH]n2c(=O)cc(-c3ccc(Cl)cc3)nc2c1-c1ccccc1 | -15% | x | 3.5µM* | x | u
COc1cc(C(c2c(C)[nH][nH]c2=O)c2c(C)[nH][nH]c2=O)ccc1OC(=O)c1ccccc1F | 7% | x | -16% | x | -3%
CCc1nnc(NC(=O)CSc2nc3c([nH]c4ccccc43)c(=O)n2-c2ccc(OC)cc2)s1 | u | x | 3% | x | 4%
CCOCCCNC(=O)C(=O)Nc1c2c(nn1-c1ccc(OC)cc1)CSC2 | 9% | x | 11% | x | 2%

Rewritten with values under each structure: entries from further up.
Below each compound – KB-V1 MDR tox	MCF10A rerep	ATXN2 expr inh	SW480 rerep	KB-3-1 cytotox
> Cc1cc(NS(=O)(=O)c2ccc(N)cc2)nc(C)n1
 : x	-2%	18%	1%	x
> Cc1c(C(=O)NCCO)[n+](=O)c2ccccc2n1[O-]
 : x	0%	9%	-1%	x
> O=C(CS(=O)Cc1ccco1)NCC=CCOc1cc(CN2CCCCC2)ccn1 (stereo not drawn)
 : x	1%	63%[activator]	2%	x
> O=C(O)CNC(=O)c1ccccc1I
 : x	-2%	5%	-13%	x
> Cc1ccc(S(=O)(=O)NC(=O)NC2CCCCCCC2)cc1
 : x	-5%	14%	-1%	x
> Cc1oc(=O)oc1CN1CCN(c2cc3c(cc2F)c(=O)c(C(=O)O)c2n3C(C)S2)CC1 (stereo not drawn)
 : x	-2%	-16%&-2%	19%	x
> COc1ccc(CNC(=O)C2CCCN(c3nnc(C)c4c(C)n(-c5ccc(C)cc5)nc34)C2)cc1 (stereo not drawn)
 : 29%	x	-11%	x	-8%
> CCN1CCN(CCCNC(=O)c2cc3c(s2)-c2c(C)cccc2OC3)CC1
 : -23%	x	-17%	x	-2%
> CCCNC(=O)C1CCC(Cn2c(=O)c3sccc3n(CC(=O)NCc3ccccc3)c2=O)CC1 (stereo not drawn)
 : u	x	10%	x	2%
> Cc1ccc(C)c(NC(=O)Cn2cc(C(=O)c3ccco3)c3ccccc32)c1
 : -14%	x	-32%	x	3%
> Cc1[nH]n2c(=O)cc(-c3ccc(Cl)cc3)nc2c1-c1ccccc1
 : -15%	x	3.5µM*	x	u
> COc1cc(C(c2c(C)[nH][nH]c2=O)c2c(C)[nH][nH]c2=O)ccc1OC(=O)c1ccccc1F
 : 7%	x	-16%	x	-3%
> CCc1nnc(NC(=O)CSc2nc3c([nH]c4ccccc43)c(=O)n2-c2ccc(OC)cc2)s1
 : u	x	3%	x	4%
> CCOCCCNC(=O)C(=O)Nc1c2c(nn1-c1ccc(OC)cc1)CSC2
 : 9%	x	11%	x	2%

Assay outcomes: PubChem, National Center for Advancing Translational Sciences (NCATS)

Some of the compounds tested; count on the stated rates, not on these rows.
